GalR3 antag = human GalR3 antagonism | O60755 | HEK293 GalR3-CNG cAMP membrane potential fluorescence; galR3 body fused to GalR1 C-terminus | inhibition, % at 3 µM | 360,000 compounds, 0.44% hits | AID 651719;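 active means inhibition above the screen-wide average plus 3 SD, cut at about 13% in these data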;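 further: forskolin and galanin both at EC90 stimulate the cells; cAMP rise reported by CNG channel membrane potential dye signal; 0% = forskolin plus galanin with DMSO and 100% = forskolin alone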
NALP1 yeast inh = NALP1 inhibition; inhibition, % at 10 µM; S. cerevisiae NALP1/ASC/caspase-1 growth, X-gal OD620, 72 h; 280,000 compounds, 0.61% hits; in the data active means inhibition mostly above about 24%, no sharp cut-off; inactive means mostly below about 32%; further: some compounds called inactive have numbers as strong as hits
GPR7 antagonist = antagonists of human GPR7 (neuropeptides B/W receptor 1). P48145. GPR7-expressing cells, fluorescence antagonist assay. inhibition, % at 4.4 µM. 290,000 compounds, 1.1% hits; in the data active means inhibition above about 16%, passing the limit was not always enough;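 further: cells stimulated with the agonist NPW; 0% = agonist with vehicle and 100% = vehicle without agonist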
OXTR ag = activates the human oxytocin receptor. CHO-OTR cells, Fluo-8 calcium fluorescence; normalized: DMSO 0%, oxytocin 100%. AID 2435. 320,000 compounds, 0.32% hits. activation, % at 3 µM;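 active means activation above the mean of all tested compounds plus 3 SD, cutoff set per screening run, cut at about 20% in these data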;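 further: peak over basal fluorescence ratio from a 100 s FLIPR kinetic read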
Target sequence (P30559 whole entry, looked up): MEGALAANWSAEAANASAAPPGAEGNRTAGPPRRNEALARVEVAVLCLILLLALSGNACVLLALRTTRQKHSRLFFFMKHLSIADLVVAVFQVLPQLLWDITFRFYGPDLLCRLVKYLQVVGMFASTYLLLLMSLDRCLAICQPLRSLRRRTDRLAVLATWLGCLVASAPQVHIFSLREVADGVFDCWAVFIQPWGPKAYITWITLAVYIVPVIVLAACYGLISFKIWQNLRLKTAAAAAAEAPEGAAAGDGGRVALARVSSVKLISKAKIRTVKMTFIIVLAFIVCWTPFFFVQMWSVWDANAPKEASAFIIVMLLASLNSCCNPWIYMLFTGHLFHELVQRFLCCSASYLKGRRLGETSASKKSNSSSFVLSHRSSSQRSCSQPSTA
PHOSPHO1 block = blocks human PHOSPHO1 phosphatase activity; inhibition, % at 13.3 µM; AID 1565; Q8TCT1; recombinant PHOSPHO1, absorbance phosphatase assay; 290,000 compounds, 1.1% hits; in the data active means inhibition above about 60%
MEKK3 PB1 HTS = modulators (inhibitors or enhancers) of MEK5 binding to human MEKK3 PB1 domain. bead-based flow cytometry, Alexa488-MEK5 binding to MEKK3; actives lie on both sides; 0 = blocked by unlabeled MEK5, 100 = vehicle. 290,000 compounds, 1.4% hits. binding response (% of control), % at 10 µM;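 active means binding response more than 3 SD above or below the average of its plate-row segment, actives on both sides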;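 further: Alexa488 bead fluorescence after subtracting the streptavidin-only scavenger bead signal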
Target sequence (Q99759 whole entry, looked up, the tested form may be a part): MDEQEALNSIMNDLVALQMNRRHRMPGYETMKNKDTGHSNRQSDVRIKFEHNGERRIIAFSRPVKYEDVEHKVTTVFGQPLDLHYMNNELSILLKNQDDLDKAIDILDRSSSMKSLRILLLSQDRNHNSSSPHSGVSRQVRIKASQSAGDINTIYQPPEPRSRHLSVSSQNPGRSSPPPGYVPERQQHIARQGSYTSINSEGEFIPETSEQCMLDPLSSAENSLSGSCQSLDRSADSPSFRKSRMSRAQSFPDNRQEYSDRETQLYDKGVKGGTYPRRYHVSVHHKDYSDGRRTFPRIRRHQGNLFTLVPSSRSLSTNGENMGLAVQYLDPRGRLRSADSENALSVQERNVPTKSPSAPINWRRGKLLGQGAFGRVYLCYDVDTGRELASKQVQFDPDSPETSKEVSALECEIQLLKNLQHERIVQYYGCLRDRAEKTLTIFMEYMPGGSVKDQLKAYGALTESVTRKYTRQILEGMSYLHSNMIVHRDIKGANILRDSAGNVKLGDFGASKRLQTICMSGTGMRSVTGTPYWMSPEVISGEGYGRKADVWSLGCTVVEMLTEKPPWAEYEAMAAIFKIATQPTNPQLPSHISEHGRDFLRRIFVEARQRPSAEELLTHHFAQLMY
MEKK2 WT-MEK5 = raises or lowers MEK5 binding to wildtype human MEKK2 PB1 domain. bead flow cytometry, Alexa488-MEK5 binding to MEKK2 WT; actives lie on both sides. binding response (% of control), % at 10 µM. 290,000 compounds, 1.1% hits. AID 1531; in the data active means binding response below about 67% or above about 130%
MEKK2 mut-MEK5 = signal of MEK5 binding to mutant human MEKK2 PB1 domain | percent response, % at 10 µM | bead flow cytometry, Alexa488-MEK5 binding to MEKK2 mutant | 290,000 compounds, 0.35% hits | AID 1530; in the data active means percent response above about 24%, passing the limit was not always enough; further: inactives centre near 1; some results filed as inactive read as strong as hits; reference of the scale not given here
V1aR counter = activates human V1a receptor in oxytocin agonist counter-screen; CHO-V1R cells, Fluo-8 calcium fluorescence, agonist mode; 0% DMSO, 100% 3 nM vasopressin; activation, % at 3 µM; 320,000 compounds, 0.25% hits;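 active means activation above the mean activation of all tested compounds plus 3 SD, per screening run, cut at about 20% in these data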;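 further: signal is peak over basal fluorescence ratio across a 100 second FLIPR read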
An asterisk follows results filed as active; . = not tested or not shown; [ ] = remark or other dose.

SMILES	GalR3 antag	NALP1 yeast inh	GPR7 antagonist	OXTR ag	PHOSPHO1 block	MEKK3 PB1 HTS	MEKK2 WT-MEK5	MEKK2 mut-MEK5	V1aR counter
CCn1c(=N)n(CC(O)COc2cccc(C)c2)c2ccccc21 (configuration not stated)	-6	18	7	4.1	-3	103	109	3	2.7
Cc1n[nH]c(=O)c2c(NC(=O)CSc3nc4ccccc4c(=O)n3CCCOC(C)C)oc(C)c12	6	20	-9	-1.9	48	96	102	5	-0.1
Cc1ccccc1CNC(=O)CN(c1ccccc1Cl)S(C)(=O)=O	-7	-8	2	1.8	3	110	109	11	-0.7
NC(=O)c1ccc(C(F)(F)F)n(Cc2cccc(Cl)c2)c1=O	-5	-6	-10	-2.1	4	103	97	3	-0.8
CC(=O)c1ccc(N2CCN(C(=O)c3ccc4c(c3)OCO4)CC2)cc1	3	11	4	1.5	48	100	104	3	3.0
COc1ccc(NC(C)=O)cc1NC(=O)CSc1nnc(-c2ccncc2)n1C	-1	4	-4	0.5	11	96	94	-2	0.5
CCCNC1CCS(=O)(=O)C1 (configuration not stated)	-2	18	-12	-0.3	15	109	112	8	0.3
CC1CCCCN1C(=O)Cn1cnc2c1c(=O)n(C)c(=O)n2C (configuration not stated)	-4	0	-11	1.1	37	84	88	-40	1.0
O=C(C1CCCN(S(=O)(=O)c2ccccc2)C1)N1CCCCCC1 (configuration not stated)	-12	33	-7	1.1	-11	102	98	-1	4.1
NNS(=O)(=O)c1ccc(N2CCCC2=O)c([N+](=O)[O-])c1	10	-4	0	0.1	47	102	99	-1	0.5
CC1(C)C2CC=C(/C=N/n3cnnc3)C1C2 (configuration not stated)	0	-2	-2	0.1	22	97	96	1	0.0
CC(=O)c1ccc(NC(=O)c2cc3ccccc3o2)cc1	-4	20	-6	-0.6	14	104	105	0	0.6
N#Cc1ccccc1S(=O)(=O)N1CCN(c2cnccn2)CC1	2	8	4	0.2	24	102	97	-4	0.8
O=C(NCc1ccc(F)cc1Cl)C1CC(=O)N(C2CCCCCCC2)C1 (configuration not stated)	-8	7	-6	3.1	24	103	107	2	1.9
CC1CCN(c2ccccc2NC(=O)c2ccc([N+](=O)[O-])o2)CC1	-10	3	0	-0.7	23	98	93	-7	-0.4
Cc1cc(=O)n2nc(N3CCCC(C(=O)NC(C)c4ccccc4)C3)sc2n1 (configuration not stated)	-3	14	-5	-0.5	-6	97	99	0	-0.1
CN(C)CCCN(Cc1ccccc1)C(=S)Nc1ccc(OC(F)F)cc1	-2	18	-4	3.6	-1	100	116	19	4.9
Cc1ccc(C(=O)CN2/C(=C(\O)c3ccccc3)C(=O)c3ccccc3S2(=O)=O)c(C)c1	.	5	2	-2.4	18	100	92	-7	-0.9
CCN(CC)c1ccc(/C=N/NS(=O)(=O)c2cccc([N+](=O)[O-])c2)cc1	-5	22	0	-2.4	-1	99	99	6	0.1
Cc1cc(N2CCC(C)CC2)nc(NCc2ccccc2)n1	-8	69*	30*	19	-1	107	101	-3	8.3
O=C(N/N=C/c1ccc(O)c(O)c1)C1c2ccccc2Oc2ccccc21	1	25	4	-0.6	12	105	99	7	0.2
O=C(Cn1ccc2ccccc2c1=O)NCC(=O)N1CCN(c2ccccc2F)CC1	-8	14	-11	-0.3	39	101	103	1	-0.4
CCn1c(C(=O)NCc2ccccn2)cc2sccc21	-6	31	8	-0.3	0	96	96	2	0.7
CCOC(=O)C(=CNc1ccc(C)cc1C)C(=O)OCC	-4	32	-9	-1.4	-4	106	105	6	-1.6
Cc1nc(-c2ccc(Cl)cc2)sc1C(=O)O	-2	-6	-1	0.6	-4	98	98	-2	-0.3

Sorted by value in GPR7 antagonist (high to low): three of the compounds above
SMILES | GalR3 antag | NALP1 yeast inh | GPR7 antagonist | PHOSPHO1 block | MEKK3 PB1 HTS | MEKK2 WT-MEK5 | MEKK2 mut-MEK5
CCn1c(C(=O)NCc2ccccn2)cc2sccc21 | -6 | 31 | 8 | 0 | 96 | 96 | 2
NC(=O)c1ccc(C(F)(F)F)n(Cc2cccc(Cl)c2)c1=O | -5 | -6 | -10 | 4 | 103 | 97 | 3
CC1CCCCN1C(=O)Cn1cnc2c1c(=O)n(C)c(=O)n2C (configuration not stated) | -4 | 0 | -11 | 37 | 84 | 88 | -40

Entries of single compounds from above.
Record of `CC1CCN(c2ccccc2NC(=O)c2ccc([N+](=O)[O-])o2)CC1` → GalR3 antag = -10; NALP1 yeast inh = 3; GPR7 antagonist = 0; OXTR ag = -0.7; PHOSPHO1 block = 23; MEKK3 PB1 HTS = 98; MEKK2 WT-MEK5 = 93; MEKK2 mut-MEK5 = -7; V1aR counter = -0.4
Record of `CCOC(=O)C(=CNc1ccc(C)cc1C)C(=O)OCC` → GalR3 antag = -4; NALP1 yeast inh = 32; GPR7 antagonist = -9; OXTR ag = -1.4; PHOSPHO1 block = -4; MEKK3 PB1 HTS = 106; MEKK2 WT-MEK5 = 105; MEKK2 mut-MEK5 = 6; V1aR counter = -1.6
Record of `COc1ccc(NC(C)=O)cc1NC(=O)CSc1nnc(-c2ccncc2)n1C` → GalR3 antag = -1; NALP1 yeast inh = 4; GPR7 antagonist = -4; OXTR ag = 0.5; PHOSPHO1 block = 11; MEKK3 PB1 HTS = 96; MEKK2 WT-MEK5 = 94; MEKK2 mut-MEK5 = -2; V1aR counter = 0.5

Following part.
SMILES	GalR3 antag	NALP1 yeast inh	GPR7 antagonist	OXTR ag	PHOSPHO1 block	MEKK3 PB1 HTS	MEKK2 WT-MEK5	MEKK2 mut-MEK5	V1aR counter
Cc1cccc(NC(=O)/C(=C\c2ccco2)NC(=O)c2cccs2)c1	-4	-11	2	-0.1	-12	97	94	-2	1.3
Cc1cccc(OCC(=O)NC(=S)Nc2ccccc2N2CCOCC2)c1	-2	14	-15	-0.1	-7	105	102	-2	-0.3
O=C(NCCCN1CCc2ccccc2C1)Nc1ccc(Cl)cc1	-3	12	8	12	12	103	105	7	8.9
O=C(CN1C(=O)C2C3C=CC(C4CC34)C2C1=O)NCc1ccco1 (configuration not stated)	-4	19	-14	-0.6	39	105	97	0	-1.2
O=C(O)CSc1nc(-c2ccccc2)c(-c2ccccc2)[nH]1	3	7	-4	-0.2	-29	99	94	1	-1.4
CCOC(=O)c1cc2c(=O)n3cccc(C)c3nc2n(CCCOC)c1=NC(=O)c1cccnc1	-1	10	-4	-1.6	45	101	99	3	0.1
O=C(Nc1ccccc1F)Nc1ccc([N+](=O)[O-])cc1Cl	-6	6	-14	2.0	54	99	101	4	1.7
CC(C)CN(CCNC(=O)CN1N=C(c2ccc(Cl)cc2)CCC1=O)CC(C)C	-4	-2	12	0.8	22	104	109	7	-0.1
O=C(/C=C/c1ccc(O)c(O)c1)c1ccc(S(=O)(=O)N2CCCCCC2)cc1	5	15	5	-1.0	-5	102	96	-1	2.4
Cc1ccc(C)c(N2CCN(C(=O)CCCCn3c(=O)[nH]c4ccccc4c3=O)CC2)c1	-3	-16	2	-1.1	4	106	97	0	0.1
Cc1nn(-c2ccccc2)c(C)c1/C=N/N1CCN(c2ccccc2)CC1	.	32	-5	-1.3	14	102	104	10	-0.8
COc1ccc(C(=O)NCCCCCC(=O)N/N=C/c2ccco2)cc1OC	-2	7	-8	0.0	0	104	107	2	0.4
CC(C)[C@H](NC(N)=O)C(=O)NNC(=O)COc1cccc(C(F)(F)F)c1	-7	.	-6	0.3	-20	109	112	14	0.7
Cc1ccc(NC(=O)c2c(-c3ccccc3)noc2C)nc1	-9	26	9	-1.9	-5	93	89	-2	-0.3
Cc1nc(N2CCCCC2)c2c(C)c(C(=O)Nc3ccccc3C(F)(F)F)sc2n1	-7	11	-8	-1.6	-31	96	80	-10	-1.1
CCC(=O)Nc1nc(C)c(C(=O)Nc2cccc(Cl)c2)s1	-10	8	-6	0.9	24	104	106	5	0.5
CCOc1ccc(C(=O)NN2C(=S)NC(C)(C)C=C2C)cc1	0	10	-12	-1.5	32	104	101	9	0.3
CCOc1ccc(NC(=O)c2cccc3ccccc23)cc1	-5	18	9	-1.8	34	103	104	3	1.1
Cc1ccc(CCCOC(=O)C[N+]2(C)CCCC2)cc1	-4	22	3	0.4	-20	100	102	1	0.6
COc1ccccc1-n1c(SCC(=O)c2ccc(O)cc2O)nc2cc([N+](=O)[O-])ccc21	-3	26	-8	1.8	14	93	88	-2	3.6
O=S(=O)(c1ccc(F)cc1)N1CCCN(c2nccc(C(F)(F)F)n2)CC1	-4	.	-10	-2.9	27	103	108	-7	-0.7
Cc1ccc2nc3c(cc(C(=O)NC4CCCC4)c(=N)n3C3CCCCC3)c(=O)n2c1	-7	-2	1	-0.4	-22	97	101	-3	0.5
COC(=O)c1cc(NC(=O)CN2CCOCC2)cc(C(=O)OC)c1	3	9	-3	0.1	-1	98	104	6	1.0
CCc1cccc(CC)c1NC(=O)COC(=O)CC1c2ccccc2CCN1S(=O)(=O)c1ccc(F)cc1 (configuration not stated)	-7	8	0	-0.8	-12	103	102	-1	1.4
Cc1cccc(NC(=O)NC2(C)CCS(=O)(=O)C2)c1 (configuration not stated)	-8	0	-2	0.4	16	104	104	11	-0.1

Limited to GalR3 antag (2 entries from above):
Molecule	GalR3 antag
O=C(O)CSc1nc(-c2ccccc2)c(-c2ccccc2)[nH]1	3
CCOC(=O)c1cc2c(=O)n3cccc(C)c3nc2n(CCCOC)c1=NC(=O)c1cccnc1	-1

(next part)
SMILES	GalR3 antag	NALP1 yeast inh	GPR7 antagonist	OXTR ag	PHOSPHO1 block	MEKK3 PB1 HTS	MEKK2 WT-MEK5	MEKK2 mut-MEK5	V1aR counter
COC(=O)C1=C(C(=O)OC)[C@@H]2N(Cc3ccccc3)c3ccccc3[C@@]23C[C@@H](C(=O)OC)N(C(=O)NC2CCCCC2)C3=N1	-3	.	.	-0.7	.	104	102	1	0.3
CC1CCc2onc(C(=O)O)c2C1 (configuration not stated)	2	-11	24*	0.0	9	92	86	-12	-0.3
Cc1c(NC(=O)C(C)OC(=O)c2cccnc2)c(=O)n(-c2ccccc2)n1C (configuration not stated)	-6	13	-10	1.2	10	95	91	-3	0.4
CC1(C)C2CCC1(C)C(Nc1ccccc1)C2 (configuration not stated)	-5	4	5	0.8	24	91	90	-15	-0.2
COc1cccc(Nc2c(Nc3cccc(OC)c3)c(=O)c2=O)c1	-8	7	29	1.2	19	102	102	6	2.1
C/C(=N\NC(=O)c1sccc1C)c1cccnc1	-3	7	-18	.	6	98	99	1	.
O=C(CCC(=O)OCC(=O)c1ccccc1)NC1CCCCC1	1	4	-11	-1.3	-29	111	105	7	-0.3
Cc1ccc(/C=C2/NC(=O)N(Cc3ccccc3)C2=O)o1	-1	32	-1	-0.3	-10	108	2.0*[inhibitor]	1	-0.4
COc1cccc(CC(=O)Nc2cc(C(F)(F)F)ccc2N2CCCC2)c1	-4	0	12	-1.4	43	99	100	7	-1.4
Cc1ccc(NC(=O)C2CCN(S(=O)(=O)c3ccc4c(c3)NC(=O)C(C)S4)CC2)cc1Cl (configuration not stated)	-11	15	38*	3.5	33	100	103	-2	8.1
